Bioassay records as filed in PubChem.
CDK5 inh = inhibitors of human CDK5/p35 kinase; Q00535+Q15078; Recombinant CDK5/p35, ADP-Glo luminescence, 60 min; inhibition, % at 10 µM; actives 0.01% (n = 330,000);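 active = highest replicate inhibition of at least 50% and at least 75% of replicates reaching 50%; inconclusive = only one of the two criteria met; inactive = both criteria failed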;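 also: plate controls were DMSO neutral control for no effect and GW8510 at 10 µM for full effect; many of its hits are not listed in these tables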
cardiac RTF act = cardiac RTF calcium sensitization; IANBD-labeled TnC RTF fluorescence at EC20 calcium; 0% EC20 calcium, 100% full calcium; activation, % at 7.2 µM; actives 0.24% (n = 340,000);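 active = activation above the mean over all tested compounds plus 3 SD, cut at about 30% in these data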;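 also: rise in fluorescence read as greater calcium sensitivity of cardiac thin filaments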
Rtt109 Vps75 = C. albicans Rtt109 histone acetyltransferase inhibition | purified Rtt109/Vps75, ThioGlo CoA-SH fluorescence, 4 h | Q5AAJ8 | AID 540336 | actives 0.16% (n = 330,000) | inhibition, % at 34.9 µM;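 active = inhibition of at least 50% in every replicate; inconclusive = best replicate reaches 50% inhibition but some replicates fall short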
SR-BI DiI-HDL act = enhances SR-BI lipid uptake from DiI-HDL; CHO ldlA[mSR-BI] cells, DiI-HDL uptake fluorescence, 3 h; 100 = double the neutral-control signal; actives 0.096% (n = 320,000); activation, % at 12.5 µM;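 active = mean replicate activation of at least 60% and every replicate at or above 60%; inconclusive = mean or all-replicate condition met, but not both; inactive = mean below 60% and not all replicates reaching 60%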;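 also: 0% = median plate neutral-control signal and 100% = twice that signal; values of inactives mirror those of a sister screen read the other way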
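System: LDL receptor-deficient CHO ldlA cells overexpressing murine SR-BI | Timing: 3 h uptake period with compound, 37 °C | Medium: HEPES-buffered (25 mM, pH 7.4) F12 plus 0.5% BSA | Dosing: Single-point compound dose | Signal: Bottom-read fluorescence, 550/595 nm | Read-out: Retained DiI signal reflecting DiI-HDL uptake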
Wnt act = activates Wnt/beta-catenin signaling in a reporter cell assay | activator, plate reader | activation, % at 9.35 µM | actives 1.2% (n = 300,000) | AID 743398; in the data active = activation above about 30%, passing the limit was not always enough; inconclusive = no clear call, values can overlap the other calls;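 also: 0% = neutral control wells and 100% = positive control wells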
HTR5A ag = activates human HTR5A in OPRM1-OPRD1 agonist counter-screen; activation, % at 9.3 µM; HTR5A agonist assay, luminescence, cell-based; AID 504692; actives 0.61% (n = 340,000); P47898; in the data active = activation mostly above about 9.5%, no sharp cut-off; inactive = mostly below about 7.6%;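 also: 0% = cells with vehicle only and 100% = reference agonist; strong numbers were not always called active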
MITF TRPM1 HTS = MITF TRPM1 promoter activation in melanoma cells. activation, % at 12.5 µM. SK-MEL-5 TRPM1-promoter luciferase, 24 h; % of positive control, neutral wells = 0. actives 0.75% (n = 300,000);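 active = mean activation of at least 80% with every replicate also reaching 80%; inconclusive = mean reaches 80% but some replicate falls short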;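 also: 0% = neutral control wells and 100% = parthenolide positive control wells; values of inactives mirror those of a sister screen read the other way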
SR-BI DiI inh = inhibitors of mouse SR-BI mediated HDL lipid uptake; inhibition, % at 12.5 µM; actives 0.96% (n = 320,000); Q61009; ldlA[mSR-BI] CHO cells, DiI-HDL uptake fluorescence, 3 h; AID 488896;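 active = mean replicate inhibition of at least 70% and a set share of replicates each scoring 70 or more; inconclusive = meets just one of the two criteria; inactive = fails both criteria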;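 also: 0% = median of neutral control wells and 100% = median of positive control wells; values of inactives mirror those of a sister screen read the other way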
Target sequence (Q61009 whole entry, looked up): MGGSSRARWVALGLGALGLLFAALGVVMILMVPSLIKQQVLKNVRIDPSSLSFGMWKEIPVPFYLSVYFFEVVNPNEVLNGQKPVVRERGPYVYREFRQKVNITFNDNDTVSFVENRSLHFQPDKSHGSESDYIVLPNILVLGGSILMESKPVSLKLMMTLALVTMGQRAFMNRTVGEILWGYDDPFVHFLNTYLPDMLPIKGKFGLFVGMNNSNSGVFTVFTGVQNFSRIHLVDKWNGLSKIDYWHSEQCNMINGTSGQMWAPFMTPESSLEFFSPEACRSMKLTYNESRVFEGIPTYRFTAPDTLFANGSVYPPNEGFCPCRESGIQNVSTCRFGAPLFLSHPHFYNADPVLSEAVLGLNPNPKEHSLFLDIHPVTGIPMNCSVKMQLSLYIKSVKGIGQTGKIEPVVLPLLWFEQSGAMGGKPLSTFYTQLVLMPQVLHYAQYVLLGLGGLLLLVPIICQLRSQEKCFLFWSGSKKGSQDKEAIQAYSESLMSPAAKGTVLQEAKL
PvdQ acylase = blocks Pseudomonas aeruginosa PvdQ acylase activity; purified PvdQ acylase, fluorescence plate reader; inhibition, % at 10 µM; actives 0.063% (n = 340,000); AID 488965; in the data active = inhibition above about 30%, passing the limit was not always enough; inconclusive = no clear call, values can overlap the other calls;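 also: 0% = vehicle neutral wells and 100% = reference inhibitor wells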
dFosB activator = mouse delta FosB homodimer activation; AID 493131; purified delta FosB, TAMRA-CDK5 oligo fluorescence polarization; percent of positive-control signal above neutral wells; activation, % at 25 µM; actives 0.99% (n = 340,000);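 active = mean activation above about 17%, with every replicate also reaching it, limit read from the data, passing the limit was not always enough; inconclusive = only one of the two conditions met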;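 also: fluorescence polarization rise as delta FosB binds a TAMRA Cdk5 AP-1 oligo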
Target sequence (P13346 whole entry, looked up): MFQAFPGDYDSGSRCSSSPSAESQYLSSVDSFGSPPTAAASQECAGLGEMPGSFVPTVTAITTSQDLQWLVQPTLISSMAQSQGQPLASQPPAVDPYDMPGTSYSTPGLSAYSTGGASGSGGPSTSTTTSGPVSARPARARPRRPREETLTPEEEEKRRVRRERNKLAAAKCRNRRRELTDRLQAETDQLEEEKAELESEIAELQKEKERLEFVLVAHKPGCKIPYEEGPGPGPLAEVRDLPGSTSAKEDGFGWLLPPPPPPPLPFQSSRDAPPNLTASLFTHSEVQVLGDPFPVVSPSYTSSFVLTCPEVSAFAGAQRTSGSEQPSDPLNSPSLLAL
Starred values were filed as active, the others as inactive; ? = inconclusive; . = not tested or not shown.

SMILES | CDK5 inh | cardiac RTF act | Rtt109 Vps75 | SR-BI DiI-HDL act | Wnt act | HTR5A ag | MITF TRPM1 HTS | SR-BI DiI inh | PvdQ acylase | dFosB activator
COc1ccc(-c2cc(C(=O)Nc3c(C)n(C)n(-c4ccccc4)c3=O)no2)cc1 | -5.2 | -1 | 6 | . | 0 | 3 | -4 | . | -16 | -8
CCOC(=O)C1=C(COc2ccccc2)NC(=O)NC1c1ccc(Br)cc1 (configuration not stated) | -0.7 | 1 | 4 | -65 | -7 | -7 | 1 | 65 | 2 | 1
CCCn1c(=O)c(C(=O)NCc2ccc(OC)c(OC)c2)c(O)c2ccccc21 | 0.9 | 7 | 13 | -25 | . | -3 | 19 | 25 | -16 | -19
Cc1nc(C(F)(F)F)c(C(=O)O)cc1-c1nc(-c2ccccc2)cs1 | -2.0 | 5 | -5 | 21 | 1 | 7 | 3 | -21 | 0 | -4
CCN(C(=O)c1c(-c2ccccc2)noc1C)c1ccccc1 | 0.0 | 9 | 8 | -5 | -7 | -1 | . | 5 | -12 | -5
CC(C)C[C@H]1C(=O)N2CCC[C@H]2[C@]2(O)O[C@](NC(=O)[C@@H]3C=C4c5cccc6[nH]c(Br)c(c56)CC4N(C)C3)(C(C)C)C(=O)N12 (some centres not stated) | -0.4 | 6 | 10 | 6 | -5 | 0 | -6 | -1 | -14 | -9
c1cc(-c2nnc3sc(C4CCCCC4)nn23)ccn1 | -1.6 | 1 | 0 | -2 | . | -4 | . | 2 | -23 | -12
O=C(N/N=C(\Cc1ncc[nH]1)c1ccccc1)c1cccnc1 | 0.5 | 9 | 12 | -5 | -1 | 3 | -10 | 5 | 2 | -1
CS(=O)(=O)N(CC(=O)Nc1ccccc1Cl)c1ccc(Cl)cc1 | 0.3 | 6 | 0 | 3 | -2 | 5 | 27 | -3 | -6 | -7
Nc1cc(C(=O)OCC(=O)N2CCOCC2)ccc1Cl | 0.8 | -5 | -2 | -6 | 0 | 4 | 10 | 6 | -14 | 3
COC(=O)c1ccsc1NC(=O)c1ccc(Cl)s1 | -1.0 | 2 | -5 | 7 | -5 | 12 | -5 | -7 | 0 | -11
Cc1ccc(NC(NC(=O)c2cccs2)C(Cl)(Cl)Cl)cc1C (configuration not stated) | -0.6 | -10 | 6 | -12 | . | 0 | -2 | 12 | -10 | 2
Cc1ncoc1C(=O)Nc1cccc(Cl)c1C | 0.1 | 3 | -4 | 9 | . | -1 | 30 | -9 | -7 | -6
O=C(COc1ccc(Br)cc1Cl)NC(=O)NCc1ccccc1 | 1.6 | 3 | 5 | -3 | . | 4 | 9 | 3 | -18 | 1
CC1CN(S(=O)(=O)c2cccc(C(=O)NCc3ccco3)c2)CC(C)O1 (configuration not stated) | -1.8 | 5 | -11 | 22 | 1 | 1 | 1 | -22 | -17 | 0
CCOC(=O)N=Nc1c(O)n(C)c2ccccc12 | -1.9 | 7 | -7 | 16 | . | 0 | -22 | -16 | -16 | -3
O=C1/C(=C/c2cccnc2)SC(=S)N1Cc1ccco1 | -1.0 | -7 | 7 | 10 | 2 | 2 | -10 | -10 | -8 | -2
CCN(CC)S(=O)(=O)N1CCC(C(=O)NCCN2CCOCC2)CC1 | 1.7 | -2 | -2 | 2 | -4 | -3 | -3 | -2 | -15 | -2
Cc1ccc(C)c(/C=C(\C(=O)O)c2ccc(S(=O)(=O)N3CCCCC3)s2)c1 | -5.4 | -2 | -4 | 20 | -1 | 0 | -8 | -20 | -4 | -10
CC(=O)Nc1cccc(-c2csc(Nc3ccccn3)n2)c1 | -1.8 | -3 | -13 | -47 | . | 4 | 42 | 47 | -12 | -5
CC(C)C(NS(=O)(=O)c1cccc2nsnc12)C(=O)NCCC1=CCCCC1 (configuration not stated) | 0.8 | 0 | -4 | -18 | 2 | 11 | 0 | 18 | 5 | -8
CCOC(=O)c1ccc(NC(=O)COc2ccc(CNCCO)cc2OCC)cc1 | -3.4 | -1 | -7 | -16 | 0 | 2 | 5 | 16 | 4 | -17
C=CCn1c(=O)c(C(=O)Nc2ccccc2C(=O)OCC)c(O)c2ccccc21 | -0.8 | -2 | -7 | -2 | -1 | -3 | -14 | 2 | 9 | 0
O=C(c1cc(COc2ccc(F)cc2Cl)on1)N1CCN(C2CCCCC2)C(=O)C1 | -0.9 | 5 | 2 | -9 | 1 | 5 | 15 | 9 | -17 | -8
Cc1nn(C)cc1C(C(=O)NC1CCCCC1)N(Cc1ccccc1Cl)C(=O)c1cnccn1 (configuration not stated) | -5.5 | 3 | -8 | 12 | -1 | 2 | 0 | -12 | -13 | -7

More structures:
SMILES | CDK5 inh | cardiac RTF act | Rtt109 Vps75 | SR-BI DiI-HDL act | Wnt act | HTR5A ag | MITF TRPM1 HTS | SR-BI DiI inh | PvdQ acylase | dFosB activator
CCNC(=O)/C(C#N)=C/c1c(N2CCN(c3ccccc3)CC2)nc2c(C)cccn2c1=O | -1.5 | -4 | -2 | 9 | 1 | -1 | -17 | -9 | 5 | -5
COC(=O)C1CCN(C(=O)C2CCC(=O)N(CCCc3ccccc3)C2)CC1 (configuration not stated) | -0.1 | -1 | -4 | 9 | 2 | -5 | -10 | -9 | -3 | 1
CC(OC(=O)CN1C(=O)NC2(CCCC2)C1=O)C(=O)c1ccc(C(C)(C)C)cc1 (configuration not stated) | -0.5 | -13 | 1 | -13 | 1 | 0 | 28 | 13 | -9 | -15
COc1ccccc1-c1nn2c(C3COc4ccccc4O3)nnc2s1 (configuration not stated) | 0.2 | 7 | -4 | 19 | . | -2 | . | -19 | -13 | -30
Cc1cc(C)n2ncc(C(=O)NCc3ccccc3)c2n1 | 0.9 | -9 | 7 | 10 | -4 | 5 | . | -10 | 1 | -6
COc1ccc(CCNC(=O)C2CCCN(S(=O)(=O)c3cc(C)ccc3OC)C2)cc1OC (configuration not stated) | 0.1 | -2 | 0 | 13 | 1 | -1 | 0 | -13 | 13 | -9
CSc1ncc(OCc2ccccc2)c(=O)[nH]1 | 1.3 | 5 | -9 | 8 | 4 | 0 | . | -8 | -4 | 2
CC(C)C(=O)Nc1cccc(NC(=S)NC(=O)c2ccc([N+](=O)[O-])cc2)c1 | -2.3 | 0 | 4 | -60 | -1 | -6 | 10 | 60 | -12 | -7
CC(Sc1ccccc1)C(=O)N/N=C/c1cccnc1 (configuration not stated) | 0.3 | 0 | -2 | 5 | -1 | 1 | -2 | -5 | -7 | -6
CC(Oc1ccc(Cl)cc1)C(=O)Nc1ccccc1N1CCOCC1 (configuration not stated) | 0.9 | 7 | 2 | -14 | -3 | 1 | 1 | 14 | -15 | -8
CCc1ccc(NC(=O)C2CCCN(S(=O)(=O)c3ccc4c(c3)CCCN4C(C)=O)C2)cc1 (configuration not stated) | 1.1 | 1 | -23 | -5 | -4 | 4 | 8 | 5 | -7 | 2
Cc1ccc(N2C(=O)C3CCC(C)(C2=O)C3(C)C)cc1 (configuration not stated) | 0.0 | 9 | -7 | 5 | 0 | 2 | -1 | -5 | -9 | 4
O=C(O)CCN1C(=O)/C(=C2\C(=O)N(Cc3ccccc3Cl)c3ccccc32)SC1=S | -0.8 | -29 | 3 | 2 | ? | -1 | -13 | -2 | -13 | -4
Cc1ccc(C(=O)n2c(-c3ccccc3)cnc2SCC(=O)Nc2ccc(C)cc2C)cc1 | -0.2 | 1 | -2 | 6 | 6 | -4 | 16 | -6 | 14 | 1
COc1ccc2[nH]c(=O)c(CN(C(=O)COc3ccccc3)C(C)C)cc2c1 | -0.5 | 1 | -11 | 34 | . | -1 | -9 | -34 | -17 | -8
Cc1ccnc(SCc2ccc(C(=O)O)cc2)n1 | 0.8 | -3 | 1 | -4 | 0 | 2 | 8 | 4 | -22 | -6
Cc1noc(C)c1CCC(=O)NC1CCCN(Cc2ccc(CC(C)C)cc2)C1 (configuration not stated) | -0.7 | 0 | 14 | -8 | -5 | 9 | 15 | 8 | -13 | 7
COc1ccc(-c2cn3cc(Cl)ccc3n2)cc1OC | 2.3 | 0 | -5 | -54 | 15 | 3 | 38 | 54 | -8 | -15
CCCCC(C)n1[nH]c(=O)cc1N (configuration not stated) | 1.2 | 4 | 15 | 36 | 0 | 7 | 3 | -36 | -11 | -3
Cc1cnc(C(=O)Nc2ccc(C(=O)N3CCCCC3)cc2)cn1 | -1.2 | 0 | -4 | 4 | 1 | 2 | -2 | -4 | -1 | 0
COc1ccc(S(=O)(=O)N2CCCOC2CNC(=O)C(=O)NCc2ccncc2)cc1 (configuration not stated) | -1.4 | -1 | -10 | 9 | 0 | 0 | 3 | -9 | -11 | -3
CCOc1ccc(S(=O)(=O)Nc2nc3ccccc3nc2-n2ccc(=NC(=O)c3cccs3)cc2)cc1 | 0.4 | 10 | 3 | -18 | -9 | -2 | 17 | 18 | 3 | 40*
Cc1cc(Br)ccc1Nc1nc(N)nc(N)c1N=O | 2.1 | -8 | -1 | -34 | 19 | -4 | -24 | 34 | 4 | -6
Cn1c(CO)cnc1S(=O)(=O)Cc1ccc(Cl)cc1 | -0.6 | 3 | 7 | 21 | -2 | -7 | 7 | -21 | -11 | -7
O=C(N/N=C/c1ccncc1)c1cc([N+](=O)[O-])cc([N+](=O)[O-])c1O | 0.9 | 5 | -10 | 2 | 4 | 1 | 0 | -2 | -2 | -8

Continuation.
SMILES | CDK5 inh | cardiac RTF act | Rtt109 Vps75 | SR-BI DiI-HDL act | Wnt act | HTR5A ag | MITF TRPM1 HTS | SR-BI DiI inh | PvdQ acylase | dFosB activator
Cc1cc2nccc(-c3ccco3)n2n1 | . | 0 | -13 | -4 | . | 3 | 7 | 4 | -11 | -6
O=Cc1ccc(OC(=O)c2cc(Cl)nc3ccccc23)cc1 | 1.3 | 6 | . | 9 | 5 | 1 | 2 | -9 | 4 | -7
O=C(Nc1ccc2c(c1)OCCO2)c1cccc2nc3ccccc3nc12 | -0.7 | -7 | -10 | -33 | . | 2 | -72 | 33 | 1 | 4
CCOC(=O)c1ccc(NC(=O)COc2ccc(S(=O)(=O)NC(C)CC)cc2)cc1 (configuration not stated) | 0.7 | -3 | -6 | -1 | . | -1 | . | 1 | -10 | 2
CC(=O)Nc1ccc(NS(=O)(=O)c2ccc3c(c2)oc(=O)n3C)cc1 | 1.1 | 4 | -1 | 34 | 1 | -5 | . | -34 | -16 | -3
NC(=O)NC[C@@H]1CC[C@@H](Cc2ccc(-c3ccccc3)cc2)O1 | 2.7 | 1 | 6 | -3 | . | 0 | 118* | 3 | -15 | -2
CCOc1ccc(CCNC(=O)CCNC(=O)c2ccccc2Cl)cc1OCC | 3.2 | -1 | 4 | -7 | -2 | 2 | -7 | 7 | -12 | -5
